High-throughput results (PubChem)
Rab9 prom act = activators of Rab9 promoter. Huh7 Rab9 promoter-luciferase reporter, luminescence, 24 h. Potency, µM (titrated, usually from 9.22 µM), inactives show at the top dose activation, negative = inhibition, actives largely listed as activators. actives 2.8% (n = 320,000). AID 485297; note: % of control where 0% means no effect; nearly all actives have a fitted effect of over 60% in size
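Stable Rab9-luc Huh7, 1500 cells/well, 2 h settle; cmpd in DMSO, 24 h, 37 °C/5% CO2; luciferase reagent 10 min RT; luminescence.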
NPC1 prom act = activators of NPC1 promoter | Huh7 NPC1 promoter luciferase reporter, 24 h | Potency, µM (doses to about 9.22 µM), without a hit: at the highest dose activation, usual class: activators | actives 2.4% (n = 320,000) | AID 485313;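 note: % of control where 0% means no effect; nearly all actives have a fitted effect of over 60% in size; reporter is driven by a mutant NPC1 promoter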
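In 1536-well qHTS, Huh7 cells harboring an NPC1 promoter–luciferase construct received compound for 24 h; activation was quantified by luminescence following luciferase reagent addition.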
CXXC DNA block = MLL CXXC-DNA interaction inhibition | actives 0.037% (n = 290,000) | MLL-CXXC / FITC-HOXA9 DNA fluorescence polarization | Potency, µM (doses to about 115 µM), for the others: at the highest dose activity change, negative = inhibition, hits mostly inhibitors | Q03164; active = well fitted inhibition curve with a large enough effect in the polarisation, with a control signal flat, not every such curve was filed as active; inconclusive = small, poorly fitted or top-dose-only effect, or effect the other way, or a change in a side signal; inactive = no such curve, though single readings can be large or run the other way; the % refers to the polarisation
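Steps: dispense CXXC domain solution (7 uM) → pin compounds or unlabeled HOX-A9 DNA control → 5 min ambient → add FLSN-HOX-A9 solution (50 nM) → spin → 30 min ambient → fluorescence polarization. Tris pH 7.5/NaCl/DTT/BSA buffer.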
FLuc modulator = counter-screen for miR-21 project: firefly luciferase inhibitors or activators | purified FLuc, Km substrates, luminescence inhibition | actives 6.9% (n = 360,000) | Potency, µM (top dose mostly 57.5 µM), inactives show at the highest dose activity change, negative = inhibition, actives largely listed as inhibitors;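 note: plate controls were vehicle for no effect and reference inhibitor for full effect; nearly all actives have a fitted effect of over 55% in size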
Target sequence (P08659 whole entry, looked up): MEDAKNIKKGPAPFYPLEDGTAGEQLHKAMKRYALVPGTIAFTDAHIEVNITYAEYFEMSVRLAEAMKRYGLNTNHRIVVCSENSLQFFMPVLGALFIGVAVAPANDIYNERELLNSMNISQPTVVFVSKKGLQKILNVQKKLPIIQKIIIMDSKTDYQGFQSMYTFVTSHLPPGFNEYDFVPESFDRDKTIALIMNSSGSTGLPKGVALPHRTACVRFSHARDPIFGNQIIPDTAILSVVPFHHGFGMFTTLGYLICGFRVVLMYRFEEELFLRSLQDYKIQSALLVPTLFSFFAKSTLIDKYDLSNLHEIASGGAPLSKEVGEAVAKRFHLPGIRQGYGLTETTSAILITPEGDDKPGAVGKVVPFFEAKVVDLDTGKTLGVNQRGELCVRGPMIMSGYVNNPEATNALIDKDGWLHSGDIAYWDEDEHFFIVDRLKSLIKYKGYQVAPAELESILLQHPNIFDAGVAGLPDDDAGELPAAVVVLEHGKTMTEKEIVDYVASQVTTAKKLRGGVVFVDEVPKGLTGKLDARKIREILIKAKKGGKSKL
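Purified P. pyralis luciferase (10nM final) with 10uM D-luciferin and 10uM ATP (Km levels) in 50mM Tris acetate pH 7.5, 10mM Mg acetate, 0.01% Tween-20, 0.05% BSA; qHTS 6-point titration, ~60 µM downward; luminescence read.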
MBNL1-CUG inh = MBNL1-poly(CUG) RNA binding inhibition; Q9NR56; TR-FRET MBNL1-His/biotin-(CUG)12 binding, 665/545 ratio; Potency, µM (highest dose often 57.5 µM), for the others: at the top dose activity change, negative = inhibition, actives largely listed as inhibitors; actives 0.036% (n = 280,000); AID 2675; active = well fitted inhibition curve with a large enough effect in the signal ratio, with a control signal flat, not every such curve was filed as active; inconclusive = small, poorly fitted or top-dose-only effect, or effect the other way, or a change in a side signal; inactive = no such curve, though single readings can be large or run the other way; the % refers to the signal ratio; note: % is set by controls: 0 for no effect and ±100 for the full control effect
Target sequence (Q9NR56 whole entry, looked up): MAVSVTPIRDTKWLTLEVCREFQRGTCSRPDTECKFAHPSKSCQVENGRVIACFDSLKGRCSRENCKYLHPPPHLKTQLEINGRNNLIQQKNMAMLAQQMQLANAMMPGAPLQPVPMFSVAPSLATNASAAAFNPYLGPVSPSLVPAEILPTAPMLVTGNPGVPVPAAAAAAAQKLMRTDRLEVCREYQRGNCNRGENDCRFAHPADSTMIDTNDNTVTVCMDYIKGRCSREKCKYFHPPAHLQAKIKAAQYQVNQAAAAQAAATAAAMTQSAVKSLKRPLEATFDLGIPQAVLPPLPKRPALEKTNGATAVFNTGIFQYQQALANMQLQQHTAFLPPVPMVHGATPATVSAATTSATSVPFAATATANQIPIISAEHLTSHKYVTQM
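Ratiometric TR-FRET (665 over 545 nm, excitation 340 nm) tracks disruption of MBNL1-His/biotin-(CUG)12 complex after 60 min at room temperature, with compounds at 92 nM to 58 uM final.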
RORg inh = ROR gamma (mouse) transcription inhibition | P51450 | Drosophila S2 Gal4-RORgamma UAS-luciferase reporter, 20 h | Potency, µM (doses to about 53.6 µM), inactives show at the highest dose activity change, negative = inhibition, hits mostly inhibitors | actives 5.4% (n = 310,000); note: % is set by controls: 0 for no effect and ±100 for the full control effect; nearly all actives have a fitted effect of over 60% in size
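Stably transfected Drosophila Schneider cells are the test system, with ROR gamma fused to Gal4 and luciferase under UAS control; luminescence is read after 20 hr of 700 uM copper sulfate induction at ambient temperature.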
BRCA1 expr act = increases BRCA1 expression; MCF7-BRCA1-FFLuc reporter, luminescence, 48 h; response scale: scaled: vehicle 0%, 10 µM genistein 100%; Potency, µM (highest dose often 46.1 µM), for the others: top-dose activation, hits mostly activators; actives 1.1% (n = 380,000); AID 624202; note: nearly all actives have a fitted effect of over 80% in size; some results filed as inactive show a strong effect at the top dose
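Quantitative HTS in MCF7 cells stably reporting BRCA1 expression via firefly luciferase. Compound treatment lasts 48 h at 37 °C in phenol-red free MEM. Activation is expressed relative to genistein at 10 microM and DMSO.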
uPA surface inh = blocks generation of uPA at the cell surface | actives 0.31% (n = 330,000) | cell surface uPA generation assay, qHTS | Potency, µM (series often up to 38.3 µM), inactives show at the highest dose activity change, negative = inhibition, hits mostly inhibitors; active = well fitted inhibition curve with a large enough effect; inconclusive = small, poorly fitted or top-dose-only effect; inactive = no such curve, though single readings can be large or run the other way; tested in mouse RAW 264.7 cells; note: % is set by controls: 0 for no effect and ±100 for the full control effect; nearly all actives have a fitted effect of over 55% in size
ELG1 genotoxic = inducers of genotoxicity in HEK293T ELG1-luciferase cells; HEK293T ELG1-luciferase reporter, luminescence, 16 h; Potency, µM (titrated, usually from 46 µM), without a hit: top-dose activity change, positive = activation, actives largely listed as activators; actives 1.3% (n = 330,000); AID 504466; note: % of control where 0% means no effect; nearly all actives have a fitted effect of over 60% in size
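After overnight (16 hr) compound treatment at 37 °C, ELG1-luciferase HEK293T cells were lysed with ONE-Glo; luminescence quantified 30 min later at room temperature.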
Gal4-VP16 FLuc = Gal4-VP16 reporter inhibition counter-screen; Drosophila S2 Gal4-VP16 UAS-luciferase, luminescence, 20 h; Potency, µM (titrated, usually from 53.6 µM), for the others: top-dose activity, negative = inhibition, actives largely listed as inhibitors; AID 2546; actives 3.5% (n = 310,000);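 note: Gal4-VP16 expression switched on by copper sulfate through the metallothionein promoter; % is set by controls: 0 for no effect and ±100 for the full control effect; nearly all actives have a fitted effect of over 50% in size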
p53 reactivation = mutant p53 re-activation in reporter cells | H1299 p53-A138V BP100-luciferase reporter, luminescence, 24 h | Potency, µM (highest dose often 92.2 µM), for inactives: at the top dose activity change, positive = activation, most hits filed as activators | actives 0.063% (n = 320,000) | AID 504706; note: % of control where 0% means no effect; nearly all actives have a fitted effect of over 45% in size
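H1299 (p53-null), stable ts p53-A138V + BP100-Luc; 1000 cells/well, Opti-MEM/10% FBS; cpd 4 pt, 1:5; 24 h, 37 deg C, 5% CO2; detection reagent 10 min RT; luminescence.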
The depositor's hits bear a star; ? = inconclusive; nt = no result given; [ ] = another dose, or the depositor's remark. Unless noted, calls come from the whole dose curve; as a rule, active = well fitted curve in the direction sought with a large enough effect; inconclusive = small, poorly fitted or top-dose-only effect, or another doubt; inactive = no such curve, though single readings can be large; an effect the other way counts as inactive or inconclusive. Potency is the fitted concentration of half-maximal effect. Some of the compounds tested; the hit share may differ from the screen's.

No. | structure | Gal4-VP16 FLuc | Rab9 prom act | NPC1 prom act | MBNL1-CUG inh | BRCA1 expr act | uPA surface inh | ELG1 genotoxic | p53 reactivation | RORg inh | FLuc modulator | CXXC DNA block
1 | CC1CCN(c2oc(-c3ccco3)nc2S(=O)(=O)c2ccccc2)CC1 | -20% | 9% | 0% | 0% | -19% | 0% | -3% | -12% | 35% | -3% | -11%
2 | Cc1ccc(S(=O)(=O)CCC(=O)Nc2nc3c(s2)CCCC3)cc1 | -3% | 2% | -4% | 7% | -61% | -4% | -2% | 1% | -2% | -4% | 0%
3 | CCCNS(=O)(=O)c1ccc(CCC(=O)N2CCCC2)cc1 | -17% | -4% | -4% | -8% | 0% | -1% | 0% | 0% | -12% | ? | -16%
4 | C=CCNC(=O)c1cnc2n(c1=O)CCS2 | -7% | -1% | -1% | ? | -7% | -13% | 0% | 6% | -12% | 6% | 7%
5 | N#C/C=C1/NC(=O)c2ccccc2S1 | 1% | 3% | -3% | 5% | -35% | 4% | 6% | -4% | -19% | 5% | -17%
6 | COc1cc(NC(C)CCc2ccccc2)cc(OC)c1OC (stereo not given) | 1% | -2% | 1% | 2% | -21% | -1% | -4% | 8% | 0% | 2% | -6%
7 | COc1cc(C(=O)N/N=C/c2sccc2C)cc(OC)c1OC | ? | -24% | -15% | 16% | -75% | -10% | ? | 6% | 20µM* | 4% | 14%
8 | COc1cccc(/C=N/Nc2nccnc2Cl)c1O | 7.1µM* | -23% | -18% | ? | -62% | -19% | 2.6µM* | 9% | 3.2µM* | 2.7µM* | -4%
9 | COc1ccc(C(c2nnnn2Cc2ccccc2)N2CCN(c3nc4ccccc4s3)CC2)cc1 (stereo not given) | -3% | 2% | -18% | -1% | -34% | -4% | -3% | 3% | 12% | 3% | 1%
10 | CCCCn1c(SCC(=O)N2CCN(c3ccccc3)CC2)nc2ccsc2c1=O | ? | -8% | -1% | -5% | -38% | -22% | -13% | -10% | ? | 0% | -6%
11 | O=c1ccc(Oc2nc(N3CCCCC3)nc(N3CCCCC3)n2)n[nH]1 | -12% | -2% | -5% | 10% | -16% | -2% | 7% | -1% | 10% | 5% | -2%
12 | COCc1nnc(NC(=O)CCCOc2ccccc2OC)s1 | 0% | -1% | -2% | -5% | 0% | -1% | 0% | -3% | -30% | -3% | -2%
13 | CCOC(=O)CNC(=O)CSc1nnc(-c2cccc(OC)c2)n1CC | -3% | 1% | -3% | -3% | -1% | 2% | 4% | 0% | -5% | -1% | -4%
14 | CCCCCc1c(O)nc(SCCN2CCOCC2)[nH]c1=O | -1% | 11% | -1% | -5% | 0% | -1% | -3% | 0% | 5% | 0% | -14%
15 | CC(=O)c1ccc(OCc2cc([N+](=O)[O-])cc3c2OCOC3)cc1 | -1% | -2% | -3% | 18% | 16% | -16% | 4% | 6% | 40% | 0% | ?
16 | CCOc1cc(NC(=S)NCC2CCCO2)c(OCC)cc1NC(=O)c1ccccc1 (stereo not given) | 11µM* | -3% | 1% | 2% | 5%[1.84 µM] | 1% | -3% | -2% | 6.3µM* | 6% | 8%
17 | O=C(NCCCNC(=O)c1ccccc1F)c1ccco1 | 3% | -1% | -5% | -1% | 6% | -1% | 1% | 4% | -20% | 1% | 4%
18 | C=CCn1c(SCC(=O)c2[nH]c(C)c(C(=O)OC)c2C)nc2scc(-c3ccc(OC)c(OC)c3)c2c1=O | ? | -7% | -9% | 9% | -22% | 4% | 1% | -9% | 2% | 0% | 11%
19 | O=C(NCc1nc2ccccc2[nH]1)c1c(F)c(F)c(F)c(F)c1F | -18% | -2% | -1% | -1% | 0% | -15% | -7% | -2% | -9% | -9% | 2%
20 | O=C(CSc1nc2ccccc2n1Cc1ccccc1)N/N=C/c1ccccc1C(=O)O | 5% | 3% | 6% | -5% | 13% | 4% | 1% | 3% | -17% | 0% | -1%
21 | CCOc1cc(/C=N/NS(=O)(=O)c2ccc(OC)cc2)ccc1OCCN1CCOCC1 | -5% | -3% | -1% | 17% | -12% | 3% | 0% | 7% | -2% | 0% | 2%
22 | COc1ccc(C)cc1S(=O)(=O)Nc1ccc(F)cc1 | -11% | 0% | 12% | 2% | -9% | -9% | -4% | -1% | 10% | 5% | -2%
23 | COc1ccc(N2CCN(C(=O)CNC(=O)Cc3ccc(Cl)cc3)CC2)cc1 | -3% | -7% | -13% | -1% | -77% | ? | 0% | -20% | -7% | -2% | 2%
24 | Cn1nnnc1SCc1cccc2ccccc12 | 0% | -3% | -22% | ? | 0% | -5% | 7% | -3% | 39% | -11% | 10%
25 | CCN(CC)CCOc1ncnc2c1oc1ccccc12 | 0% | 0% | -1% | -7% | 19% | -1% | 2% | 4% | 0% | 3% | 0%
26 | CCn1c(Cc2ccccc2)nnc1SCc1ccc([N+](=O)[O-])cc1 | 2% | -6% | -2% | ? | 3% | -3% | -1% | -11% | 25% | 2% | -7%
27 | CC(C)NC(=O)CC(c1ccccc1)c1cc(Br)ccc1O (stereo not given) | -9% | 5% | 3% | -14% | -3% | nt | -9% | 5% | 20% | -2% | -7%
28 | CCc1nc(NCCc2ccccn2)c2nnn(Cc3ccccc3F)c2n1 | -3% | 1% | -7% | -10% | -4% | -4% | -8% | -4% | 29% | -1% | -2%
29 | CCN(c1cccc2ccccc12)S(=O)(=O)c1ccc(Cl)nc1 | -4% | -7% | -8% | -4% | -13% | 1% | -7% | -2% | 12% | 8% | -5%
30 | NS(=O)(=O)c1ccc(CCNC(=O)COC(=O)CCc2ccccc2)cc1 | -10% | 0% | -5% | -5% | 0% | -1% | 1% | 0% | -1% | 4% | -7%
31 | O=c1c2ccccc2c(/C=N/n2cnnc2)c(O)n1-c1ccccc1F | -1% | 2% | 3% | -1% | 0% | -13% | 3% | -6% | -4% | -4% | -6%
32 | CN(C)c1ccc(/C=N/N=C(N)N)cc1[N+](=O)[O-] | -9% | 0% | 1% | ? | -49% | -8% | -7% | -7% | -3% | 6% | 21%
33 | O=C(OCc1cccc([N+](=O)[O-])c1)c1ccc[nH]c1=O | -1% | 2% | -2% | 10% | -1% | -2% | -4% | 0% | 15% | -1% | 0%
34 | COc1ccc(CNC(=O)c2c(N)n(CCCN3CCOCC3)c3nc4ccccc4nc23)cc1 | ? | 2% | 0% | 16% | -75% | 3% | -24% | -10% | ? | 0% | -1%
35 | COc1cccc(/C=N/Nc2cc(-n3nc(C)cc3-c3ccccc3)ncn2)c1O | 1µM* | -44%[inhibitor] | -32%[inhibitor] | nt | -90%[inhibitor] | -7% | -11% | ? | ? | 13% | -3%
36 | CCOC(=O)c1[nH]c2ccccc2c1NC(=O)c1ccc(S(=O)(=O)N(C)C)cc1 | -8% | -1% | -5% | ? | 0% | 8% | -5% | -5% | 34% | 1% | 13%
37 | CCOC(=O)c1cnc(Nc2nc3ccccc3o2)nc1CSC(=S)N1CCCCC1 | 1µM* | ? | 15% | 5% | 29% | -3% | 16% | 22% | 0.45µM* | 9.5µM* | 5%
38 | CCOc1ccccc1C(=O)N1CCC(n2nnc3cc(C(F)(F)F)ccc32)CC1 | -16% | -3% | -2% | -2% | -43% | -1% | -6% | -5% | 3% | -1% | -1%
39 | COc1ccc(C(=O)NC2CC2)cc1OC1CCN(Cc2cnn(C)c2)CC1 | -3% | -8% | -4% | -5% | -1% | 3% | 9% | 3% | -8% | 5% | 9%
40 | COc1cc(C(F)(F)F)ccc1C(=O)NCCc1ccco1 | 10% | ? | ? | -5% | 6.3µM* | -2% | ? | 12% | -1% | ? | 19%
41 | N/C(=N\OC(=O)Cc1ccc(Cl)cc1)c1ccccn1 | ? | 28% | 29% | 1% | 10µM* | 1% | 16µM* | 19% | -13% | 9.5µM* | -8%
42 | Cc1ccc(NC(=O)COc2cccc3ccc(C)nc23)c(Br)c1 | -1% | -5% | -3% | 2% | 2% | -4% | -10% | -6% | -29% | -4% | 5%
43 | Cc1nn(-c2ccccc2)c2c1C(O)n1c(nc3ccccc31)S2 (stereo not given) | 5% | 14% | 4% | -3% | -84% | 4% | -35%[inhibitor] | -20% | -14% | -15% | 13%

Full records from above. Values in the order: Gal4-VP16 FLuc | Rab9 prom act | NPC1 prom act | MBNL1-CUG inh | BRCA1 expr act | uPA surface inh | ELG1 genotoxic | p53 reactivation | RORg inh | FLuc modulator | CXXC DNA block
CCOC(=O)c1[nH]c2ccccc2c1NC(=O)c1ccc(S(=O)(=O)N(C)C)cc1 is entered as -8% | -1% | -5% | ? | 0% | 8% | -5% | -5% | 34% | 1% | 13%
N/C(=N\OC(=O)Cc1ccc(Cl)cc1)c1ccccn1 is entered as ? | 28% | 29% | 1% | 10µM* | 1% | 16µM* | 19% | -13% | 9.5µM* | -8%
